# Screening data from PubChem BioAssay.
# NOD2 inhibition: inhibition of NOD2-driven NF-kB reporter – cell-based, luminescence, uHTS, HEK293 (AID 1566); HEK293 NOD2/NF-kB luciferase reporter, luminescence; higher % means a stronger effect; actives 0.63% (n = 290,000); inhibition, % at 4 µM; hits with a dose series show EC50 in µM; note: many of its hits are not listed in these tables
# AID2073: disruptors of CaV2.2 binding to Mint1 – biochemical, HTRF (AID 2073); one-dose inhibition, % at 20 µM; IC50 in µM for titrated hits; actives 0.19% (n = 290,000); HTRF protein-protein interaction, Mint1-CaV2.2; higher % means a stronger effect; in the data active = inhibition mostly above about 51%, no sharp cut-off; inconclusive = no clear call, values can overlap the other calls; inactive = mostly below about 53%; note: some results filed as inactive read as strong as hits
# Yfh1-depleted yeast: enhancers of respiration in Yfh1-depleted yeast, dose response, Friedreich's ataxia, plus single-dose screen (AID 1465) | S. cerevisiae Yfh1-off respiration, WST-1 reduction, 72 h; higher fold induction means a stronger effect | actives 0.074% (n = 220,000) | fold induction at 50 µM, or EC50 in µM where a hit was titrated;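 active = fold induction of absorbance versus untreated yeast above a set limit, then at least 30% activation at any dose in follow-up; inconclusive = repeats straddling the limit, or above it without dose testing; inactive = fold induction below the set limit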;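 note: activators that raise dye reduction in frataxin-depleted yeast; strong numbers were not always called active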
# West Nile virus CPE: West Nile virus antiviral activity, cell-based, CPE readout (AID 1621); West Nile virus-infected cells, CPE inhibition; higher % means a stronger effect; CPE inhibition, % at 10 µM, or IC50 in µM where a hit was titrated; actives 0.02% (n = 290,000); in the data active = a potency from the dose series; inconclusive = CPE inhibition mostly from about 3.7% at the one dose, without a potency; inactive = the rest, 99 in 100 with CPE inhibition below about 2.2%; note: strong numbers were not always called active
# HIV peptide binding: cell-free HIV fusion peptide-binding blockers – biochemical, uHTS, fluorescence dequenching, primary screen (AID 1986); cell-free peptide binding, fluorescence dequenching, 30 min; higher % means a stronger effect; inhibition, % at 20 µM; hits with a dose series show IC50 in µM; actives 0.3% (n = 290,000); in the data active = inhibition mostly above about 52%, no sharp cut-off; inactive = mostly below about 76%; note: some results filed as inactive read as strong as hits
# Dengue-2 NS5 capping: flavivirus cap methylation enzyme inhibition – biochemical, confirmation dose response, primary screen (AID 588689). Dengue-2 NS5 methyltransferase capping enzyme assay, biochemical; higher % means a stronger effect. one-dose inhibition, % at 25 µM; IC50 in µM for titrated hits. actives 0.3% (n = 340,000); in the data active = a potency from the dose series; inconclusive = inhibition above about 29% without an active follow-up result
# NOD1 inhibition: NOD1 signaling inhibitors, primary screen, cell-based, luminescence, uHTS (AID 1578). inhibition, % at 4 µM, or EC50 in µM where a hit was titrated. actives 1% (n = 290,000). NOD1-driven NF-kB luciferase reporter cells, luminescence; higher % means a stronger effect; in the data active = inhibition mostly above about 36%, no sharp cut-off; inactive = mostly below about 34%;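 note: HEK-293T reporter cells stimulated with the NOD1 agonist gamma-tri-DAP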
# KOR beta-arrestin-1: KOR antagonists, beta-arrestin recruitment, cell-based, luminescence, uHTS (AID 1778). KOR beta-arrestin recruitment, luminescence, antagonist mode; higher % means a stronger effect. inhibition, % at 10 µM, or IC50 in µM where a hit was titrated. actives 0.091% (n = 290,000); note: strong numbers were not always called active
# KOR beta-arrestin-2: KOR agonists, beta-arrestin recruitment, primary screen, cell-based, luminescence, uHTS (AID 1777); KOR beta-arrestin recruitment, luminescence; higher % means a stronger effect; one-dose activation, % at 10 µM; EC50 in µM for titrated hits; actives 0.02% (n = 280,000); in the data active = activation above about 50%, passing the limit was not always enough; note: a part of the inactive calls stands beside numbers as strong as those of hits
# Starred values were filed as active, the others as inactive; i = inactive; ? = inconclusive; · = no result given; [ ] = remark or other dose. Cut-off read from the data, not from the text of the source, unless noted: active = inhibition above about 50%; inactive = the rest. An excerpt; rates above refer to the full screens.
SMILES,NOD2 inhibition,AID2073,Yfh1-depleted yeast,West Nile virus CPE,HIV peptide binding,Dengue-2 NS5 capping,NOD1 inhibition,KOR beta-arrestin-1,KOR beta-arrestin-2
CCOc1cc(N2CCOCC2)c(OCC)cc1NC(=O)c1ccccc1,13%,-6%,i,-0.1%,-1.2%,-1%,-21%,4%,-4.3%
Cc1cccc2cc(C3CC(c4cccs4)=NN3S(C)(=O)=O)c(Cl)nc12 (configuration not stated),16%,14%,i,-1.6%,-1.1%,-4%,12%,-4%,5.6%
C=CCOC(=O)CC(NC(=O)c1ccccc1)c1ccccc1 (configuration not stated),6%,8%,i,-0.9%,2.8%,-5%,6%,5%,-0.3%
Cc1ccc2c(c1)Oc1ccccc1C=C2C(=O)O,-13%,33%,i,0.3%,2.7%,-1%,-34%,-32%,-0.4%
CCOC(=O)Cn1c(C)[n+](C)c2cc(Cl)c(Cl)cc21,11%,-9%,i,0.3%,-1.2%,-8%,-30%,12%,-1.3%
O=C(COC(=O)c1cccnc1Nc1cccc(C(F)(F)F)c1)NCCN1C(=O)CSC1=O,-30%,-3%,i,-0.4%,8.9%,-5%,-26%,12%,5.4%
COC(=O)c1cn(NC(=O)Cc2ccc(OC)c(OC)c2)c(=O)c2ccccc12,7%,8%,i,-0.8%,0.2%,-4%,-35%,-12%,-3.3%
N#C/C(=C(/O)c1ccc([N+](=O)[O-])o1)c1nc2ccccc2[nH]1,16%,2%,i,-0.2%,4.3%,-2%,-7%,14%,-1.0%
Cc1ccc(S(=O)(=O)NC(CC(N)=O)C(=O)O)cc1 (configuration not stated),-6%,-5%,i,-0.4%,1.6%,0%,2%,-6%,22%
CCOc1ccc(CCNC(=O)c2oc3c(c2C)-c2[nH]ncc2CC3)cc1OCC,6%,7%,i,0.3%,-2.3%,-5%,-11%,20%,-5.8%
Cc1ccc2c(c1)c1c(c(=O)n(-c3ccccc3C)c(=O)n1CC(=O)NCC1CCCO1)n2C (configuration not stated),18%,13%,·,0.2%,0.3%,-5%,-32%,15%,-0.6%
CCOc1ccc(N=C(NC#N)SCC)cc1,-2%,-11%,i,-0.5%,0.6%,4%,-28%,17%,-4.4%
C=CCN(CC=C)S(=O)(=O)c1ncn[nH]1,9%,1%,i,-0.1%,15%,-5%,-4%,5%,-2.8%
N/C(=N\OS(=O)(=O)c1ccc(Cl)cc1)c1ccccn1,-14%,0%,i,-0.3%,-0.1%,-9%,-38%,30%,-5.4%
O=C(COc1ccccc1)Nc1ccccc1Oc1ccccc1,6%,2%,i,-1.4%,-1.6%,-2%,-19%,-18%,1.4%
FC(F)(F)c1ccc(Nc2nnnc3ccccc23)cc1,-21%,33%,i,-1.6%,11%,-1%,-44%,12%,-0.9%
CC(=O)c1cccc(NC(=O)c2noc3c2CCc2ccccc2-3)c1,-66%,11%,i,0.1%,1.4%,7%,14%,-179%,22%
COC(=O)c1cc(-c2cccs2)nc2ccccc12,-13%,24%,·,0.1%,-0.4%,-1%,-11%,-4%,-4.6%
Cc1nn(-c2ccccc2)nc1C(=O)Nc1ccc2[nH]ncc2c1,31%,20%,i,1.4%,0.9%,-1%,-6%,11%,1.9%
COc1cc(CC(NC(C)=O)C(=O)NC2CCN(C(=O)c3cc(OC)c(OC)c(OC)c3)CC2)cc(OC)c1 (configuration not stated),8%,0%,i,0.7%,-0.3%,-13%,-24%,-38%[20 µM],·
COc1ccc(NC(=O)c2ccccc2NC(=O)c2ccco2)cc1,-5%,8%,·,-0.6%,1.0%,2%,-11%,18%,-0.3%
Cc1oc(-c2ccc(Cl)cc2)nc1CS(=O)CC(=O)NCCCN1CCN(Cc2ccccc2)CC1 (configuration not stated),62%*,-2%,·,-0.9%,0.2%,-5%,18%,0%,6.7%
CCC(C)(C)n1nnnc1C(c1cc2cc(OC)ccc2[nH]c1=O)N1CCc2ccccc21 (configuration not stated),0%,47%,i,-1.0%,1.7%,3%,-9%,14%,1.5%
COc1ccc(Oc2ccc(NC(=O)c3ccccc3C)cc2)cc1,-11%,22%,i,-0.3%,-1.1%,-12%,-9%,-50%[20 µM],-14%
Cc1ccc(-n2c(=O)cc(N3CCc4ccccc4C3)[nH]c2=O)cc1,2%,10%,i,0.5%,1.4%,1%,-16%,1%,12%

# Gathered by group, the compounds so far containing fluorine.
SMILES,NOD2 inhibition,AID2073,Yfh1-depleted yeast,West Nile virus CPE,HIV peptide binding,Dengue-2 NS5 capping,NOD1 inhibition,KOR beta-arrestin-1,KOR beta-arrestin-2
O=C(COC(=O)c1cccnc1Nc1cccc(C(F)(F)F)c1)NCCN1C(=O)CSC1=O,-30%,-3%,i,-0.4%,8.9%,-5%,-26%,12%,5.4%
FC(F)(F)c1ccc(Nc2nnnc3ccccc23)cc1,-21%,33%,i,-1.6%,11%,-1%,-44%,12%,-0.9%

# The main list resumes; the 2 compounds before the break are reprinted first.
SMILES,NOD2 inhibition,AID2073,Yfh1-depleted yeast,West Nile virus CPE,HIV peptide binding,Dengue-2 NS5 capping,NOD1 inhibition,KOR beta-arrestin-1,KOR beta-arrestin-2
COc1ccc(Oc2ccc(NC(=O)c3ccccc3C)cc2)cc1,-11%,22%,i,-0.3%,-1.1%,-12%,-9%,-50%[20 µM],-14%
Cc1ccc(-n2c(=O)cc(N3CCc4ccccc4C3)[nH]c2=O)cc1,2%,10%,i,0.5%,1.4%,1%,-16%,1%,12%
O=C(CCn1nnnc1CN1CCOCC1)N1CCC(c2cccc(Cl)c2)C1 (configuration not stated),-2%,5%,·,-0.5%,2.0%,-4%,-25%,13%,-5.0%
CC(C)N1C(=O)CN(C2CCCCCC2)C(=O)C1c1ccccc1F (configuration not stated),-53%,-4%,i,·,-0.1%,-2%,-44%,-2%,12%
Cc1nn(-c2ccccc2)c(C)c1NC(=O)COc1ccc2ccccc2c1,26%,-22%,i,-0.4%,-0.9%,2%,33%,-2%,-2.6%
COc1cc2c(cc1OC)C(c1cc(OC)c(OC)cc1[N+](=O)[O-])N(C(C)=O)CC2 (configuration not stated),19%,-34%,·,-1.3%,-1.6%,1%,-7%,26%,-1.2%
Cc1cccc(C(=O)NC2CCCc3ccccc32)c1 (configuration not stated),-8%,-6%,i,-0.1%,1.1%,·,-55%,-2%,-2.3%
Cc1c(CCC(=O)NCCCN2CCCC2=O)c(=O)oc2c(C)c(O)ccc12,-6%,?,·,0.4%,-1.9%,2%,-25%,-26%[20 µM],·
Cc1nn(C(C)C(=O)N/N=C/c2ccc(N(C)C)cc2)c(C)c1[N+](=O)[O-] (configuration not stated),-15%,-3%,i,1.4%,-3.0%,4%,-11%,22%,-0.3%
Cn1c(C(=O)N2CCCC(C(=O)NCc3cccs3)C2)cc2sccc21 (configuration not stated),22%,13%,i,-0.5%,-1.2%,-3%,2%,-4%,-3.1%
O=C(O)C1CC(=O)N(CCc2ccc(F)cc2)C1 (configuration not stated),3%,-18%,·,-0.1%,1.2%,-12%,-9%,-24%,2.1%
O=C(O)C1CC=CCC1C(=O)Nc1ccc(F)c(F)c1 (configuration not stated),2%,-6%,i,0.4%,1.8%,-9%,-2%,-9%,2.3%
Cn1c(=O)c(C(=O)Nc2ncccc2O)c(O)c2ccccc21,-32%,16%,i,0.3%,0.6%,-3%,-32%,-26%,1.7%
C/C=C(\C)C(=O)Nc1cccc(C2=NOC3(C2)C[C@@H](C(N)=O)N(C(=O)c2cc([N+](=O)[O-])cc([N+](=O)[O-])c2C)C3)c1 (some centres not stated),4%,12%,i,0.2%,-1.2%,-7%,-6%,29%,0.8%
COc1ccccc1C(=O)OCC(=O)Nc1ccc(OC(F)F)cc1,4%,11%,i,0.3%,-0.7%,-5%,-37%,7%,-3.3%
COc1cc(C(=O)N[C@H](C(=O)Nc2nnc(C3CC3)s2)C(C)C)cc(OC)c1OC,16%,2%,i,0.1%,-1.2%,-11%,-2%,·,2.2%
O=C(NCc1ccccn1)[C@@H]1C[C@H]1[C@@H](NP(=O)(c1ccccc1)c1ccccc1)c1ccccc1,2%,0%,i,-0.4%,-2.0%,-3%,28%,-32%,0.0%
COc1ccc(O[C@H]2C=C[C@@H](c3ccccc3)O[C@@H]2COC(=O)CC/C(C)=N/O[C@@H](C)c2cc(-c3c(C)cc(C)cc3C)no2)cc1,0%,3%,·,·,1.0%,·,-42%,-27%,-0.4%
O=c1c2ccccc2nnn1CSc1ccccc1,-92%,-1%,i,-0.1%,-1.2%,0%,-34%,-12%,1.0%
COc1ccc2c(=O)c3c(=O)n(Cc4ccco4)c(C4CCCCC4)nc3oc2c1,6%,-7%,·,·,3.8%,·,-7%,1%,4.3%
O=C(c1cc(-c2ccccc2)on1)N1CCN(c2ccccc2)CC1,-99%,-3%,·,0.8%,2.9%,1%,-64%,-32%,6.3%
OC(COc1cccc2ccccc12)CN1CCN(c2cccc(Cl)c2)CC1 (configuration not stated),-17%,3%,i,0.1%,1.9%,-1%,2%,-5%,8.7%
Cc1ccc(CCNC(=O)CS(=O)Cc2nc(-c3cccc(C)c3)oc2C)cc1 (configuration not stated),-2%,4%,i,-0.5%,1.5%,-1%,10%,-29%,-4.9%
COc1ccc(CN(C)CC(=O)Nc2cc3oc4ccccc4c3cc2OC)c(OC)c1,22%,16%,i,-1.9%,0.2%,-9%,21%,15%,-1.6%
CCOc1ccc(NC(=O)CC(c2ccccc2)c2ccc(F)cc2)cc1 (configuration not stated),26%,13%,i,-1.2%,0.7%,-7%,6%,10%,6.3%
Cc1ccc(NC(=O)Cn2c(=O)c(C)nc3ccccc32)cc1,-8%,0%,i,-0.4%,1.7%,-2%,-25%,-21%,0.4%
CC1CCc2cc(F)cc3c(=O)c(C(=O)O)cn1c23 (configuration not stated),-2%,3%,i,-0.6%,4.4%,-6%,-50%,2%,-0.4%

# Of the compounds above, these have an NH in an aromatic ring.
SMILES,NOD2 inhibition,AID2073,Yfh1-depleted yeast,West Nile virus CPE,HIV peptide binding,Dengue-2 NS5 capping,NOD1 inhibition,KOR beta-arrestin-1,KOR beta-arrestin-2
N#C/C(=C(/O)c1ccc([N+](=O)[O-])o1)c1nc2ccccc2[nH]1,16%,2%,i,-0.2%,4.3%,-2%,-7%,14%,-1.0%
CCOc1ccc(CCNC(=O)c2oc3c(c2C)-c2[nH]ncc2CC3)cc1OCC,6%,7%,i,0.3%,-2.3%,-5%,-11%,20%,-5.8%
C=CCN(CC=C)S(=O)(=O)c1ncn[nH]1,9%,1%,i,-0.1%,15%,-5%,-4%,5%,-2.8%
Cc1nn(-c2ccccc2)nc1C(=O)Nc1ccc2[nH]ncc2c1,31%,20%,i,1.4%,0.9%,-1%,-6%,11%,1.9%
CCC(C)(C)n1nnnc1C(c1cc2cc(OC)ccc2[nH]c1=O)N1CCc2ccccc21 (configuration not stated),0%,47%,i,-1.0%,1.7%,3%,-9%,14%,1.5%
Cc1ccc(-n2c(=O)cc(N3CCc4ccccc4C3)[nH]c2=O)cc1,2%,10%,i,0.5%,1.4%,1%,-16%,1%,12%
